Screening results deposited in PubChem by several laboratories.
AID2073 – inhibitors of Mint1-CaV2.2 protein interaction, biochemical, HTRF (AID 2073) | HTRF protein-protein interaction, Mint1-CaV2.2; higher % means a stronger effect | inhibition, % at 20 µM; hits with a dose series show IC50 in µM | 290,000 tested, 0.19% active; in the data active = inhibition mostly above about 51%, no sharp cut-off; inconclusive = no clear call, values can overlap the other calls; inactive = mostly below about 53%; also: some results filed as inactive read as strong as hits
NS5 inhibitors – Dengue-2 NS5 methyltransferase inhibitors, primary screen, biochemical, confirmation dose response (AID 588689); 340,000 tested, 0.3% active; Dengue-2 NS5 methyltransferase capping enzyme assay, biochemical; higher % means a stronger effect; inhibition, % at 25 µM; hits with a dose series show IC50 in µM; in the data active = a potency from the dose series; inconclusive = inhibition above about 29% without an active follow-up result
UTI89 phage lysis – protection from phage-mediated lysis, alamar blue read-out – E. coli UTI89, K1F phage, bacterial capsule biogenesis inhibitors (AID 488966); E. coli UTI89 K1F phage lysis, alamar blue, 2 h; higher % means a stronger effect; one-dose inhibition, % at 100 µM; IC50 in µM for titrated hits; 340,000 tested, 0.02% active;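 active = phage lysis inhibition, versus mean bacterial control, above a set limit; inconclusive = no clear call, values can overlap the other calls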;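 also: capsule biogenesis inhibitors block K1F phage lysis so surviving cells raise fluorescence; higher fluorescence means more inhibition of phage lysis; actives were called in the ten point dose series up to 300 µM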
GPR55 antagonists – GPR55 antagonists blocking LPI-driven arrestin recruitment, primary screen, imaging, U2OS, beta-arrestin-GFP, LPI agonist (AID 2013). U2OS GPR55 beta-arrestin-GFP translocation imaging, LPI antagonism; higher % means a stronger effect. one-dose inhibition, % at 10 µM; IC50 in µM for titrated hits. 290,000 tested, 0.13% active;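 active = spots per cell inhibited over 60%, with over 100 cells counted and total cytoplasm intensity under 500,000; inconclusive = wells with under 100 cells, flagged as likely toxic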;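 also: U2OS cells stably carrying GPR55 and arrestin-GFP stimulated by 5 µM LPI near EC80; imaged beta-arrestin-GFP aggregate spots per cell after agonist stimulation; plate controls were LPI-stimulated DMSO wells for no effect and DMSO wells without LPI for full effect; some results filed as inactive read as strong as hits; confirmed hits need IC50 under 10 µM and bright autofluorescent wells are also inconclusive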
HIV peptide binding – cell-free HIV fusion peptide-binding blockers – biochemical, uHTS, fluorescence dequenching, primary screen (AID 1986). cell-free peptide binding, fluorescence dequenching, 30 min; higher % means a stronger effect. inhibition, % at 20 µM; hits with a dose series show IC50 in µM. 290,000 tested, 0.3% active; in the data active = inhibition mostly above about 52%, no sharp cut-off; inactive = mostly below about 76%; also: some results filed as inactive read as strong as hits
GPR55 activation – selective activators of receptor GPR55 – imaging, U2OS cells, beta-arrestin-GFP redistribution, primary screen (AID 1961); U2OS GPR55 beta-arrestin-GFP redistribution imaging; higher % means a stronger effect; activation, % at 10 µM; hits with a dose series show EC50 in µM; 290,000 tested, 0.048% active;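 active = activation above 40% with more than 50 cells counted in the well; inconclusive = wells holding fewer than 50 cells, flagged as toxic or sparse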;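 also: U2OS osteosarcoma cells stably expressing GPR55 and beta-arrestin-GFP; plate controls were DMSO negative control for no effect and LPI positive control for full effect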
GPR35 arrestin U2OS – GPR35 antagonists blocking zaprinast-driven arrestin recruitment, primary screen, imaging, U2OS, beta-arrestin-GFP, zaprinast agonist (AID 2058); U2OS GPR35 beta-arrestin-GFP translocation imaging, zaprinast antagonism; higher % means a stronger effect; inhibition, % at 10 µM; hits with a dose series show IC50 in µM; 290,000 tested, 0.052% active;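 active = inhibition of at least 50% with at least 30 cells and total cytoplasm GFP at most 10,000,000; inconclusive = under 30 cells or total GFP of 10,000,000 plus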
Siah-1 displacement – blockers of Siah-1 interaction with plectin peptide – biochemical, fluorescence polarization, rhodamine-plectin, uHTS, primary screen (AID 1817); Siah-1 / rhodamine-plectin peptide fluorescence polarization; higher % means a stronger effect; one-dose displacement, % at 20 µM; IC50 in µM for titrated hits; 290,000 tested, 0.02% active;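 active = displacement of at least 50% at 20 µM, with a fluorescence ratio check between 0.3 and a set limit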;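 also: plate controls were Siah plus tracer with DMSO for no effect and tracer alone without Siah for full effect; strong numbers were not always called active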
NTR1 agonist – NTR1-driven beta-arrestin-GFP spot formation – imaging, U2OS cells, high content, primary screen (AID 493036); P30989; agonist mode; activation, % at 20 µM; 330,000 tested, 0.17% active;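 active = activation at or above 40% of the spot to cytoplasm intensity ratio, with at least 20 cells analyzed; inconclusive = wells under 20 cells, flagged as cytotoxic or low count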;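 also: 0% = DMSO without peptide and 100% = 100 nM NTR1 peptide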
Target sequence (P30989 whole entry, looked up): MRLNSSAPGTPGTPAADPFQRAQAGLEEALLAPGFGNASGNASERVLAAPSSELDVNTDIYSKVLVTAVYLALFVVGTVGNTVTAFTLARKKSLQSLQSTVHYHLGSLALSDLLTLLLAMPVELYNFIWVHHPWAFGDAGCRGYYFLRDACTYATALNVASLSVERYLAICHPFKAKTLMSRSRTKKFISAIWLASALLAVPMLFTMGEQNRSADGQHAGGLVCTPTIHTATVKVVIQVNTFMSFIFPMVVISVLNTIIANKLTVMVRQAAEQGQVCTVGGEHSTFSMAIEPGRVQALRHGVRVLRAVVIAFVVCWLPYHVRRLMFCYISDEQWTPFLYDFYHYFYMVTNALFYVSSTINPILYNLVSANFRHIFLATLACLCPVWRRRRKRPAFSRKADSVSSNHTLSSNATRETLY
NTR1 agonist cell count 20 µM – further read-out of NTR1 agonist, marked with its call; cell count; measured here: cell count, cytotoxicity flag
NS5 inhibitors pilot replicate – second read-out of NS5 inhibitors, no call of its own (marks repeat the call); inhibition, %; measured here: pilot screen replicate inhibition
The depositor's hits bear a star; i = inactive; ? = inconclusive; . = not tested or not shown; [ ] = another dose, or the depositor's remark.

SMILES | AID2073 | NS5 inhibitors | UTI89 phage lysis | GPR55 antagonists | HIV peptide binding | GPR55 activation | GPR35 arrestin U2OS | Siah-1 displacement | NTR1 agonist | NTR1 agonist cell count 20 µM | others
CN(C(=O)COc1ncnc2c1cnn2-c1ccccc1)C1CCCCC1 | 2.8% | -2.2% | 1.8% | 6.3% | -1.6% | 0.2% | -10.8% | -2.8% | -0.5 | 69
CN(C)S(=O)(=O)c1cc(NC(=O)c2ccc(-n3ccnc3)c([N+](=O)[O-])c2)ccc1Cl | ? | -10.3% | 0.3% | 4.8% | 2.5% | -0.2% | -4.1% | -0.8% | -2.5 | 48
CCN1CCN(CCNC(=O)c2ccc(CS(=O)(=O)c3c(Cl)cccc3Cl)o2)CC1 | -2.0% | -2.2% | -0.1% | 8.8% | 0.0% | -0.1% | 2.1% | -3.6% | -5.0 | 50
Cc1ccc(CS(=O)(=O)CC(C)(O)c2ccccc2)cc1 (configuration not stated) | 48.5% | 0.0% | 0.0% | 4.3% | -2.7% | 0.5% | -3.7% | -7.2% | -0.5 | 115
COc1ccc(N=Cc2c(C)[nH][nH]c2=O)cc1 | -9.0% | -8.0% | -0.1% | 4.9% | -0.8% | -0.2% | 6.6% | 4.8% | -1.4 | 100
Cc1[nH]nc2c1C(c1ccc(F)cc1)C1=C(CC(C)(C)CC1=O)N2 (configuration not stated) | 9.3% | -10.5% | -0.3% | 23.7% | -2.7% | -0.1% | -0.2% | -2.0% | -0.4 | 75
CN(Cc1cn(C)nc1-c1ccccc1F)CC1CCCCO1 (configuration not stated) | -4.1% | -0.6% | -0.4%[50 µM] | 1.5% | 0.0% | 0.4% | 11.1% | 1.6% | 1.3 | 55
Cc1onc(-c2c(Cl)cccc2Cl)c1NC(=O)N(C)N | 6.7% | -2.3% | 1.2% | -12.3% | -1.2% | 0.0% | 7.4% | -2.7% | -1.2 | 37
CCCOP(=O)(OCCC)C(Nc1cccc(C(F)(F)F)c1)c1ccc(C)cc1 (configuration not stated) | -2.5% | -6.5% | 5.9% | 23.7% | 4.1% | -0.3% | 21.6% | 9.4% | 3.7 | 51
COCCCNC(=O)/C=C/c1cccc(Cl)c1 | 3.8% | -4.1% | 1.7% | 8.6% | -0.4% | -0.1% | 12.9% | 6.8% | -0.5 | 90 | NS5 inhibitors pilot replicate=1.5
Cc1c(N2C(=O)CSC2c2ccc([N+](=O)[O-])cc2)c(=O)n(-c2ccccc2)n1C (configuration not stated) | 3.5% | 4.6% | i | -0.7% | -0.8% | -0.1% | 7.0% | -3.8% | 0.4 | 59
CN1CCc2c(OCC(=O)N3CCCc4ccccc43)cccc2C1=O | -0.4% | -2.2% | 0.7% | 9.0% | -1.0% | 0.2% | 5.3% | 7.4% | 1.0 | 56
CCN1C(=NCCN2CCOCC2)N[C@@H](c2ccccc2)C(C(=O)OC)=C1C | -2.6% | -14.8% | 0.5% | 4.5% | -0.7% | 0.0% | -6.3% | 0.5% | -0.7 | 95
CCOc1cc(N2CCOCC2)c(OCC)cc1NS(=O)(=O)c1cc(NC(C)=O)ccc1OC | 2.3% | 18.7% | 0.8% | 0.7% | 3.3% | -0.1% | 3.9% | 1.0% | 2.3 | 49
CCOC(=O)CSc1nc(C)c(Oc2ccc(Cl)cc2Cl)c(=O)[nH]1 | ? | -9.9% | 0.4% | 8.9% | 3.1% | -0.3% | -4.3% | -6.1% | -0.7 | 69
CCc1c(C)sc(NC(=O)OC)c1C(=O)N1CCOCC1 | -27.7% | -2.4% | 0.2% | 9.4% | 1.1% | 0.6% | 1.5% | -0.5% | -0.6 | 67
CCCCc1ccc(S(=O)(=O)Nc2nnc(C)s2)cc1 | 17.9% | . | -1.6% | -15.5% | 4.7% | -0.4% | -5.1% | -1.2% | 0.3 | 79
O=[N+]([O-])c1ccc(O)c(/C=N/NC2=NS(=O)(=O)c3ccccc32)c1 | 26.0% | -96.0% | 0.6% | 8.0% | 32.5% | -0.3% | -6.1% | -18.0% | -0.4 | 80
COc1ccc(/C=N/NC(=O)Cn2cc(C(F)(F)F)ccc2=O)cc1 | 15.2% | -8.3% | 0.2% | 3.0% | 0.2% | -0.6% | 14.7% | 2.4% | -0.4 | 85
C/C(=N\Nc1cccc(C(=O)O)c1)c1ccc2c(c1)Nc1ccccc1S2 | -0.2% | >100µM* | -1.1%[50 µM] | 10.6% | 28.0% | -0.2% | 7.5% | 1.1% | 0.7 | 61
Cc1c(C(=O)Nc2ccc(F)cc2)sc2ncn(CC(=O)N3CCCCC3)c(=O)c12 | -2.1% | -8.2% | 0.3% | 8.7% | 1.9% | 0.1% | 2.3% | 10.9% | -0.6 | 54
Cc1cccc(OCC(=O)NCc2nc(-c3ccccc3)no2)c1 | 20.9% | -2.9% | 0.5%[50 µM] | 15.1% | -1.1% | -0.1% | -14.2% | 1.2% | 0.5 | 73
CCOc1cccc(C2C(C(=O)c3ccco3)=C(O)C(=O)N2Cc2ccncc2)c1 (configuration not stated) | 4.7% | -6.4% | 5.7% | -9.7% | 2.0% | 0.2% | -9.6% | -0.4% | 3.1 | 42
O=C(Nn1cnc2ccccc2c1=O)c1ccc(Br)cc1 | 15.3% | -2.6% | 0.2% | 5.6% | -1.5% | 0.0% | -8.0% | -4.2% | 1.7 | 91
COc1ccccc1NC(=O)/C(=C\c1cccs1)NC(=O)c1ccco1 | -3.3% | -1.6% | 0.2% | -4.0% | -1.2% | -0.3% | 6.7% | 5.3% | 2.7 | 79
CCCCNC(=S)N/N=C1\C(=O)c2cccc3cccc1c23 | -0.3% | -8.1% | 0.1% | 2.7% | 0.7% | -0.1% | 17.6% | -6.6% | 2.6 | 86 | NS5 inhibitors pilot replicate=4.6
CCc1ccccc1NC(=O)C1CCCN1S(=O)(=O)c1ccc2c(c1)n(C)c(=O)c(=O)n2C (configuration not stated) | 4.9% | 0.9% | 0.3% | 9.9% | -1.4% | -0.2% | 13.3% | 1.8% | -0.1 | 70
NC(=O)CC(NC(=O)Cc1ccc(Cl)cc1)c1ccc(NCC2CC2)c([N+](=O)[O-])c1 (configuration not stated) | 26.2% | -3.2% | 1.8% | 8.7% | 0.3% | -0.1% | -5.1% | 2.9% | 0.9 | 86
CCN(CC(=O)NC1CCCC1)S(=O)(=O)c1ccc(C)cc1 | -1.2% | -2.8% | 0.1% | 14.6% | 1.5% | 0.2% | -7.9% | 1.4% | 1.7 | 70
CCCNC(=S)N1CCC(C(=O)c2ccc(F)cc2)CC1 | -12.4% | -4.8% | -1.0% | 7.6% | -1.0% | -0.2% | 2.4% | 14.5% | 0.9 | 59
CN(C)C(=O)c1cc(-c2ccccc2)no1 | 0.6% | -5.4% | 0.2% | -7.0% | 2.8% | -0.1% | 5.3% | 5.3% | 2.6 | 34
O=S(=O)(/N=C(/Nc1cccc2ccccc12)c1ccccc1)c1ccc(F)cc1 | -3.0% | -7.0% | -0.1% | 6.9% | 0.1% | -0.1% | 5.9% | 5.8% | 1.7 | 67
COc1cc(C2C=C(c3cccs3)Nc3ncnn32)cc(OC)c1OC (configuration not stated) | 45.4% | ? | 1.2% | -27.3% | 146.1% | -0.4% | 3.0% | 3.8% | . | .
CS(=O)(=O)N(CC(=O)NCc1ccc(Cl)cc1)C1CCCCC1 | -1.4% | 0.0% | 1.4% | 6.3% | 3.1% | -0.4% | 3.1% | 5.1% | 1.9 | 58
C[C@@H]1CCC(=O)N(CC[C@H](Sc2ccccc2)c2ccccc2)CC1 | 0.9% | 0.8% | -0.6% | 5.6% | 1.0% | 1.1% | 13.7% | -6.7% | 2.1 | 40
COC(=O)CCn1c(C)cc(C(=O)COc2ccccc2C(N)=O)c1C | 2.0% | -6.7% | -0.2% | -20.2% | 1.5% | 0.2% | -3.4% | -3.4% | 1.0 | 65
Cc1cc(NC(=O)C2C3C(=O)N(Cc4ccc(Cl)cc4)C(C(=O)NC(C)(C)C)C34C=CC2(C)O4)no1 (configuration not stated) | 10.6% | -6.2% | 0.7% | 9.1% | -0.4% | -0.2% | 5.9% | 2.3% | 0.1 | 34
CCCc1ccc(OCc2ccccc2)c2c(=O)cc(C(=O)OCC)oc12 | 15.8% | -5.4% | 0.1% | 8.0% | -4.2% | 0.0% | -4.4% | 1.1% | 0.1 | 50
O=C(NCc1ccccn1)c1ccc(Cn2cc(C(F)(F)F)ccc2=O)cc1 | 11.6% | -5.7% | -1.1% | -7.2% | -1.9% | -0.3% | 3.7% | -3.8% | -0.3 | 57
CCc1ccc(C(C)NC(=O)C2CCCO2)cc1 (configuration not stated) | -0.2% | -21.0% | -1.6% | 0.0% | 0.5% | -0.3% | -1.0% | 5.7% | -0.1 | 57
CN(c1ccc(OCC(=O)N2CCCCC2)cc1)S(=O)(=O)c1cccs1 | 3.4% | -3.3% | -0.3% | 5.9% | 0.1% | 0.4% | 2.7% | -5.7% | 1.1 | 54
Cc1ccc(CN2CCN(/N=C/c3ccc(O)c(O)c3)CC2)cc1 | -20.9% | 15.9% | 1.4% | 6.0% | 9.8% | 0.5% | -8.1% | 13.4% | 1.0 | 60
O=c1c2c3c(sc2n2c(=S)[nH]nc2n1-c1ccccc1)CCC3 | -53.9% | . | . | 17.8% | 0.3% | -0.1% | -1.4% | 1.2% | 1.0 | 72
C/C(CC(=O)Nc1ccc(OCc2ccccc2)cc1)=N\NC(=O)C(=O)Nc1cccc(C)c1 | 1.2% | -1.5% | 2.3% | 10.8% | 3.2% | 0.6% | 6.3% | 5.5% | -1.4 | 61
CCCOc1cc(C)c(S(=O)(=O)NC2CC(C)(C)NC(C)(C)C2)cc1C | 11.6% | -5.8% | 1.5% | 16.9% | -2.1% | 0.0% | 9.8% | 6.8% | 1.2 | 38
O=C(O)c1ccccc1/C=N/NC(=O)C1CCCC1 | -1.5% | -8.5% | 0.2% | 7.0% | -0.8% | -0.1% | -1.1% | 2.4% | 0.1 | 77
